MOR-DOR inv ag = inverse agonists of human mu-delta opioid receptor heterodimerization | inhibition, % at 9.3 µM | cell-based MOR-DOR heterodimer luminescence, inverse agonism | P35372+P41143 | hit rate 0.21% among 340,000 | AID 504357; in the data active = inhibition above about 22%, passing the limit was not always enough;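 also: 0% = cells with DMSO and 100% = wells without cells with DMSO; values of inactives mirror those of a sister screen read the other way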
MOR-DOR ag = OPRM1-OPRD1 heterodimerization agonism; cells, luminescence; activation, % at 9.3 µM; hit rate 0.3% among 340,000; AID 504326; in the data active = activation above about 18%;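 also: 0% = vehicle-treated cells and 100% = reference agonist; values of inactives mirror those of a sister screen read the other way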
PKA-R2B act = activates the human PKA-R2B holoenzyme complex. P22694+P31323. PKA-R2B holoenzyme dissociation, Cy5-IP20 fluorescence polarization; R2B truncated from residue 108, S112A mutant; 0% DMSO only, 100% 113 µM cGMP. activation, % at 11.4 µM. hit rate 0.079% among 340,000. AID 504700;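 active = activation above a cutoff set at the mean over all compounds plus 3 SD, cut at about 18% in these data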;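 also: higher means more holoenzyme dissociation and a rise in polarization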
Target sequence (P31323 whole entry, looked up, other chains not shown, the tested form may be a part): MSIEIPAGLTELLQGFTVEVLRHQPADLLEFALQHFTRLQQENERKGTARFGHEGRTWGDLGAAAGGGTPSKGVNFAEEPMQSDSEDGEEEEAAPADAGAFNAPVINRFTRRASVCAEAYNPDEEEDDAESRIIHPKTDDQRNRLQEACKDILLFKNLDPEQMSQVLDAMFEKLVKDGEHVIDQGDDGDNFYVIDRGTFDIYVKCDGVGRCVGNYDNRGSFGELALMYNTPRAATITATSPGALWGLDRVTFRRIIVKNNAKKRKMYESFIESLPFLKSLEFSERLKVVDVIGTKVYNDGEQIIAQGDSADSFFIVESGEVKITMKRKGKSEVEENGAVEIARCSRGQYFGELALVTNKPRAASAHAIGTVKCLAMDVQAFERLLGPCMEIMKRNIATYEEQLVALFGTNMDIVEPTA
AddAB inh = less growth of phage-infected E. coli with AddAB. E. coli expressing H. pylori AddAB, absorbance growth. inhibition, % at 11.9 µM. hit rate 0.29% among 330,000; in the data active = inhibition above about 12%;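 also: 0% = vehicle wells of infected cells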
PfHsp90 set2 = reduces growth (ATP signal) of yeast expressing P. falciparum Hsp90 | S. cerevisiae expressing PfHsp90, BacTiter-Glo ATP, 48 h; yeast lacking PDR1 and PDR3 efflux regulators | inhibition, % at 9.4 µM | hit rate 0.32% among 310,000;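 active = every replicate shows inhibition above about 80%, whatever the replicate mean, limit read from the data; inconclusive = mean inhibition reaches the set limit but some replicate falls short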;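 also: 0% = DMSO neutral controls and 100% = 20 µM radicicol positive controls; yeast relying on Plasmodium falciparum Hsp90 in place of its own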
phage Ecoli inh = E. coli growth loss with phage present. growth absorbance. inhibition, % at 11.9 µM. hit rate 0.26% among 360,000. AID 651602; in the data active = inhibition above about 11%
Mot1-301 SUMO = SUMOylation pathway inhibition by Mot1-301 growth rescue. S. cerevisiae Mot1-301 growth rescue, ATP luminescence, 38.5C; percent above DMSO median, 100 means doubled. growth rescue, % at 18.8 µM. hit rate 1% among 320,000;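 active = every valid replicate shows activation above 250% relative to neutral control wells; inactive = the rest, any valid replicate at or below 250%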;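 also: OY570 slx delta 5 strain wells were the positive control but not used for scaling; some compounds called inactive have numbers as strong as hits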
E coli growth = reduces bacterial viability in AddAB counter-screen. AID 449728. hit rate 0.27% among 330,000. inhibition, % at 11.9 µM. E. coli V3065 growth, OD600 absorbance, 18 h;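 active = inhibition above the campaign's mean inhibition across all tested compounds plus 3 SD, cut at about 9.9% in these data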;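 also: uninfected addAB+ strain grown without phage in ampicillin broth; 0% = DMSO wells and 100% = ciprofloxacin 0.95 µg/ml wells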
HTR5A inv ctr = inverse agonist of human HTR5A in OPRM1-OPRD1 counter-screen; inhibition, % at 9.3 µM; HTR5A cell line, luminescence, inverse agonism; hit rate 0.083% among 340,000; P47898; AID 504634; in the data active = inhibition mostly above about 23%, no sharp cut-off; inactive = mostly below about 18%;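 also: 0% = cells with DMSO and 100% = no-cell wells with DMSO; some compounds called inactive have numbers as strong as hits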
Target sequence (P47898 whole entry, looked up): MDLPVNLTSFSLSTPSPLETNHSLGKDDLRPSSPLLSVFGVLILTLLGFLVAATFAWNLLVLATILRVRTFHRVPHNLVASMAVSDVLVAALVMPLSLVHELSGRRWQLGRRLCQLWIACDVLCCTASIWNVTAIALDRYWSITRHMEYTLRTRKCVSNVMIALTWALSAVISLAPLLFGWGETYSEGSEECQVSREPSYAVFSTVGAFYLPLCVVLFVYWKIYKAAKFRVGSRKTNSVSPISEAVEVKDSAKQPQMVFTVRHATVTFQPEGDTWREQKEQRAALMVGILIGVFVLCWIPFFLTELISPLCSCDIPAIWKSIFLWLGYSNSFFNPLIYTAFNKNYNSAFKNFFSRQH
Tat export inh = blocks Tat-dependent protein export in E. coli; hit rate 0.036% among 340,000; E. coli MC4100 TorA-mCherry Tat export, fluorescence; inhibition, % at 10 µM;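 active = mean replicate inhibition at least 50% and at least half of replicates individually reaching 50%; inconclusive = only one of the two criteria met; inactive = neither criterion met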;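 also: exported cargo escapes ClpAP degradation while cytoplasmic cargo is degraded and loses fluorescence; 0% = median of neutral control wells and 100% = median of NaSCN control wells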
PKA-R1A act = PKA-R1A complex activation. P00514+P68181. PKA-R1A dissociation, Cy5-IP20 fluorescence polarization; scaled: DMSO 0%, 113 µM cGMP 100%. activation, % at 11.4 µM. hit rate 0.083% among 340,000. AID 504707;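 active = percent activation above the mean of all tested compounds plus 3 SD, cut at about 19% in these data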;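 also: higher means more PKAc released from R1A so a rise in polarization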
Active calls of the source: *; ? = inconclusive; . = no result given; & = joins results of further samples.

SMILES	MOR-DOR inv ag	MOR-DOR ag	PKA-R2B act	AddAB inh	PfHsp90 set2	phage Ecoli inh	Mot1-301 SUMO	E coli growth	HTR5A inv ctr	Tat export inh	PKA-R1A act
O=c1[nH]c(O)c(/C=C2\C=NN=C2c2ccccc2)c(=O)[nH]1	-1.7	0.3	3.3	-0.8	.	1.2	-11.0	-0.2	-11.0	-6.4	2.3
N#Cc1c(/N=C/C2C(=O)NC(=S)NC2=O)sc2c1CCCC2	6.5	-1.3	-6.7	-1.2	-20.0	6.2	-22.2	-2.2	-3.2	-2.0	2.3
COc1cc(CN2CCCC(C(=O)c3sccc3C)C2)cc(Cl)c1O (stereo unspecified)	1.6	-0.3	-6.3	-1.7	-1.4	2.7	-2.8	3.0	10.3	5.0	-6.8
CCOC(=O)C1(c2ccccc2)CCN(CCC(=O)Nc2cccc(Br)c2)CC1	-312.8	49.1*	-3.7	.	-3.3	4.3	.	.	8.1	2.5	9.0
CC(C(=O)Nc1ccc(Cl)cc1Cl)N1CC=C(c2ccccc2)CC1 (stereo unspecified)	-10.9	2.1	0.9	1.2	27.8	2.0	14.1	1.0	22.4	-1.4	-10.7
O=c1[nH]c(=O)n(-c2ccc(Cl)cc2)c(O)c1C=NCCN1CCCCC1	0.1	0.0	5.7	3.8	-11.0	2.8	171.2	0.5	5.0	-7.1	0.0
CCCC(=O)N(C)C1=Nc2ccc(Cl)cc2C(c2ccccc2)=[N+]([O-])C1	-6.4	1.2	-10.7	-0.8	3.4	2.9	-4.4	0.2	-9.1	-6.0	-13.4
CCCNC(=O)N1C2CCC1CC(O)(c1cccnc1)C2 (stereo unspecified)	8.8	-1.6	5.3	2.1	46.2	2.2	46.7	1.4	-6.6	-4.5	-6.0
COc1ccc(C2CN(C)CC2C(=O)c2ccc(F)cc2)cc1Cl (stereo unspecified)	-10.2	2.1	6.9	4.1	-2.9	2.7	1.7	-1.4	10.9	12.3	-10.3
O=C(CN1CC(c2ccccc2)CC1=O)Nc1cccc(F)c1 (stereo unspecified)	1.0	-0.2	7.3	1.4	-4.1	2.9	-6.4	-1.2	1.0	-0.1	-3.9
Cc1cccc(C)c1OC(=O)Cc1ccccc1	-31.6	4.3	-19.3	2.0	-1.5	1.9	13.8	1.2	6.1	-9.9	-6.3
CCN1CCN(CC(c2ccccc2)c2ccccc2)CC1	15.1	-3.0	1.9	3.6	-11.6	-2.9	-26.0	1.2	5.5	9.5	-0.8
O=C(NCc1ccc(C(=O)N2CCC3(CC2)OCCO3)cc1)c1ccc2c(c1)OCO2	11.5	-2.2	0.0	0.9	-13.4	2.0	-9.7	1.2	-2.1	-5.7	9.5
N#CC(C#N)=Cc1ccc(O)c(O)c1	10.9	-2.0	6.5	-1.1	9.2	-0.4	4.2	0.2	-7.9	-0.5	-0.5
CC(=O)NC1=C(N2CC2C)C(=O)C(NC(C)=O)=C(N2CC2C)C1=O (stereo unspecified)	-15.8	3.0	-0.9	.	-4.6	1.7	.	.	6.9	0.2	-3.8
Cc1ccc2c(c1)C1CN(C)CCC1N2C(=O)/C(C#N)=C/c1ccc2c(c1)OCO2 (stereo unspecified)	.	.	-2.5	2.2	.	0.7	147.4	0.9	.	?	-5.8
Cc1cccc(-n2c(C)nc3ccc(Cl)cc3c2=O)c1	20.0	-4.1	16.2	1.0	1.6	2.7	1.7	-3.2	9.9	3.5	-4.8
Cc1ccc2c(CN3CC=C(c4ccccc4)CC3)cc(=O)oc2c1C	11.4	-2.5	-9.8	1.2	4.1	3.8	-16.7	-1.2	-10.4	-0.6	-6.6
COc1ccc(OC)c(CN2CCN(C(=O)Cc3ccccc3)CC2)c1	10.8	-2.2	6.9	-0.1	-4.6	-0.2	-12.4	-2.5	9.0	2.8	-2.1
S=C1NC2(CCCCC2)NC12CCCCC2	-0.3	0.1	-7.0	-1.3	0.9	3.2	9.8	1.4	12.7	-0.3	-6.4
ClCCN(CCCl)c1ccc(C=NNc2ncccn2)cc1	15.7	-3.0	-7.4	.	6.3	2.1	.	.	9.3	7.0	-8.0
O=c1c2ccccc2nc(-c2ccccc2)n1-c1ccccc1	7.0	-1.4	10.4	3.1	3.8	5.1	-0.4	-0.8	-7.4	5.2	9.1
Cc1ccc(-n2c(O)c(C=NC3CCCCC3N)c(=O)[nH]c2=O)cc1C (stereo unspecified)	14.2	-2.9	-3.6	-0.3	0.5	2.4	75.4	1.1	0.6	-3.2	2.1
CCOc1ccccc1OCC(=O)Nc1ccc(Cl)cc1C(=O)c1ccccc1	-22.6	4.5	-20.6	3.0	14.5	4.8	3.3	0.5	3.9	16.2	-17.5
CCOP(=O)(OCC)C(O)c1ccc(N(C)C)cc1 (stereo unspecified)	13.7	-2.7	-0.3	2.1	5.3	4.6	-6.1	2.3	-0.5	-2.4	-2.8
O=C1NC(=S)NC(=O)C1=Cc1ccc(OCc2ccccc2)cc1	11.8	-2.2	2.7	.	.	1.9	.	.	7.3	-11.2	-5.0
N#CC1(c2ccccc2)CCN(C2CC(=O)N(c3cccc(F)c3)C2=O)CC1 (stereo unspecified)	1.6	-0.3	-3.8	2.2	4.8	4.1	0.8	-0.8	-6.3	-5.5	2.5
COC(=O)C1=C(c2cccc(Cl)c2)C[C@@H]2CC[C@H]1N2C(=O)NCC1CC1	-27.8	5.0	-0.3	2.8	8.8	4.6	17.7	-1.2	-3.8	?	-10.4
O=C(Cc1ccccc1)OC(COCc1ccccc1)CN1CCOCC1 (stereo unspecified)	10.5	-2.5	-17.7	-0.2	-7.3	3.0	17.1	-0.6	2.9	-4.6	0.2
Cn1cc(C(=O)OCC(=O)Nc2ccccc2)c2ccccc21	17.8	-4.3	-8.0	0.7	20.7	2.5	4.6	1.8	-14.2	2.2	-7.5

6 entries out of the list, ordered by formula weight, low to high:
SMILES	MOR-DOR inv ag	MOR-DOR ag	PKA-R2B act	AddAB inh	PfHsp90 set2	phage Ecoli inh	Mot1-301 SUMO	E coli growth	HTR5A inv ctr	Tat export inh	PKA-R1A act
Cc1cccc(-n2c(C)nc3ccc(Cl)cc3c2=O)c1	20.0	-4.1	16.2	1.0	1.6	2.7	1.7	-3.2	9.9	3.5	-4.8
CCOP(=O)(OCC)C(O)c1ccc(N(C)C)cc1 (stereo unspecified)	13.7	-2.7	-0.3	2.1	5.3	4.6	-6.1	2.3	-0.5	-2.4	-2.8
Cc1ccc2c(CN3CC=C(c4ccccc4)CC3)cc(=O)oc2c1C	11.4	-2.5	-9.8	1.2	4.1	3.8	-16.7	-1.2	-10.4	-0.6	-6.6
Cc1ccc(-n2c(O)c(C=NC3CCCCC3N)c(=O)[nH]c2=O)cc1C (stereo unspecified)	14.2	-2.9	-3.6	-0.3	0.5	2.4	75.4	1.1	0.6	-3.2	2.1
Cc1ccc2c(c1)C1CN(C)CCC1N2C(=O)/C(C#N)=C/c1ccc2c(c1)OCO2 (stereo unspecified)	.	.	-2.5	2.2	.	0.7	147.4	0.9	.	?	-5.8
CCOc1ccccc1OCC(=O)Nc1ccc(Cl)cc1C(=O)c1ccccc1	-22.6	4.5	-20.6	3.0	14.5	4.8	3.3	0.5	3.9	16.2	-17.5

The list continues.
SMILES	MOR-DOR inv ag	MOR-DOR ag	PKA-R2B act	AddAB inh	PfHsp90 set2	phage Ecoli inh	Mot1-301 SUMO	E coli growth	HTR5A inv ctr	Tat export inh	PKA-R1A act
COC(=O)C1=C(c2ccc(Cl)c(C(F)(F)F)c2)C[C@@H]2CC[C@H]1N2C(=O)NCc1cc(C)oc1C(F)(F)F	6.9	-1.2	-4.2	-1.4	-4.6	4.0	24.4	-0.2	4.1	3.5	7.2
COC(=O)C1=C(c2ccc(F)cc2F)C[C@@H]2CC[C@H]1N2C(=O)NCc1ccc(F)cc1	20.4	-3.6	-7.1	2.6	-29.1	-0.8	-0.8	-1.6	-10.6	0.5	-9.6
C[C@]12CC[C@@H](O)C[C@@H]1CC[C@@H]1[C@@H]2CC[C@]2(C)C(=O)CC[C@@H]12	-13.1	2.4	-9.1	0.8	4.1	1.8	-21.0&26.6	2.1	-4.5	10.8	-13.8
CC(C)N1OC2CC1c1nc3ccccc3n1C2 (stereo unspecified)	12.5	-2.3	-3.0	0.4	15.2	2.2	14.2	1.2	-6.1	8.7	-0.4
CC(=O)Nc1ccc(OC(=O)N2CCCCC2)cc1	0.1	0.0	-15.1	0.2	19.4	2.6	35.8	1.2	9.6	-3.5	-5.5
COc1cc2c(c(OC)c1OC)-c1ccc(C(=O)O)cc1[C@@H](NC(C)=O)CC2	16.5	-3.1	7.8	1.3	-6.4	1.9	-2.3	0.3	-30.0	-5.9	9.1
CN(C)C1=C(C#N)C(c2ccccc2)=NP(N(C)C)(N(C)C)=N1	8.5	-1.5	-12.6	0.6	1.2	-0.2	-2.5	-1.4	-46.0	-2.8	7.5
O=c1[nH]c(=O)n(-c2ccccc2)c(O)c1/C=C/C=Nc1ccccc1	3.7	-0.7	4.6	5.2	25.8	2.9	3.1	0.8	-7.2	-12.3	9.6
O=C1CN=C(c2ccccc2)c2ccccc2N1	15.5	-3.5	2.1	-0.8	-5.7	0.9	10.0	-3.6	-7.1	4.4	-9.0
CCN1CCN(c2ccc(NC(C)=O)cc2Cl)CC1	5.3	-1.0	5.2	5.5	-4.6	2.3	7.2	-2.5	-2.5	8.8	3.1
CN1CCc2nc(SCC(=O)OC(C)(C)C)c(C#N)cc2C1	1.9	-0.4	0.0	0.6	5.0	-0.2	-17.1	-1.2	-7.0	7.1	-2.9
O/N=C1\CCC2CN(C3CCCCC3)CC2C1 (stereo unspecified)	-0.8	0.1	1.7	0.2	-13.0	1.5	.	-0.1	7.4	4.2	-7.0
CN1C(=O)C(=Cc2cc([N+](=O)[O-])ccc2N2CCCCC2)C(=O)N(C)C1=O	14.5	-2.6	2.5	1.0	0.8	2.3	40.2	-3.1	-7.0	-1.2	-2.2
CCSc1nnc([C@@H](N)Cc2c[nH]c3ccccc23)o1	10.9	-2.2	-11.3	0.7	26.8	2.0	-29.3	0.4	20.9	-5.4	-10.8
O=c1[nH]c(=S)n(-c2ccccc2Cl)c(O)c1C=NCCN1CCNCC1	8.5	-1.8	-2.9	.	-23.8	-0.1	42.3	.	-8.9	9.6	6.6
CS(=O)(=O)NNP(=O)(NNS(C)(=O)=O)NC(=O)c1ccc(Br)cc1	-0.7	0.1	-6.9	-0.9	-25.8	2.0	-4.5	-2.3	-8.1	-1.7	-2.5
CC/C(=N\N1CCN(C)CC1)c1c(O)[nH]c(=O)[nH]c1=O	4.7	-0.9	-7.7	2.5	-10.5	2.1	8.0	0.6	-9.0	-1.5	8.7

The list is partial. The share of hits here may be higher or lower than overall.
